# pCIP destab: lowers stability of the mouse p/CIP coactivator protein; F442A p/CIP-EGFP cells, EGFP fluorescence, 16 h; decrease of EGFP signal, % at 10 µM; 0.01% of 290,000 active; Q05BA5;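 active = EGFP signal decrease of at least 30% at 10 µM or well 3 SD below plate mean, unless failing retest; inactive = the rest, including hits failing retest or dose response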; note: some compounds called inactive have numbers as strong as hits; many of its hits are not listed in these tables
# UBC9 SUMO inh: inhibitors of human SUMOylation (UBC9). P63279. HTRF SUMOylation assay, SAE1/SAE2 + UBC9, in vitro. inhibition, % at 35 µM. 0.36% of 290,000 active; in the data active = inhibition above about 50%, passing the limit was not always enough; note: strong numbers were not always called active
# MEKK2 mut-MEK5: signal of MEK5 binding to mutant human MEKK2 PB1 domain. bead flow cytometry, Alexa488-MEK5 binding to MEKK2 mutant. percent response, % at 10 µM. 0.35% of 290,000 active. AID 1530; in the data active = percent response above about 24%, passing the limit was not always enough; note: inactives centre near 1; some results filed as inactive read as strong as hits; reference of the scale not given here
# MEKK2 WT-MEK5: raises or lowers MEK5 binding to wildtype human MEKK2 PB1 domain; Q9Y2U5; bead flow cytometry, Alexa488-MEK5 binding to MEKK2 WT; actives lie on both sides; binding response (% of control), % at 10 µM; 1.1% of 290,000 active; in the data active = binding response below about 67% or above about 130%
# NALP1 inh: NALP1 inhibition | inhibition, % at 10 µM | AID 2071 | S. cerevisiae NALP1/ASC/caspase-1 growth, X-gal OD620, 72 h | 0.61% of 280,000 active; in the data active = inhibition mostly above about 24%, no sharp cut-off; inactive = mostly below about 32%; note: some compounds called inactive have numbers as strong as hits
# IDE cell activ: boosts human insulin-degrading enzyme activity in HEK cells; FAbeta-B cleavage, fluorescence polarization; 0% vehicle, 100% cell-free pure enzyme wells; activation, % at 5.96 µM; 0.073% of 340,000 active;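 active = activation above the mean of all tested compounds plus 3 SD, set per screening campaign, cut at about 17% in these data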
# Target sequence (P14735 whole entry, looked up): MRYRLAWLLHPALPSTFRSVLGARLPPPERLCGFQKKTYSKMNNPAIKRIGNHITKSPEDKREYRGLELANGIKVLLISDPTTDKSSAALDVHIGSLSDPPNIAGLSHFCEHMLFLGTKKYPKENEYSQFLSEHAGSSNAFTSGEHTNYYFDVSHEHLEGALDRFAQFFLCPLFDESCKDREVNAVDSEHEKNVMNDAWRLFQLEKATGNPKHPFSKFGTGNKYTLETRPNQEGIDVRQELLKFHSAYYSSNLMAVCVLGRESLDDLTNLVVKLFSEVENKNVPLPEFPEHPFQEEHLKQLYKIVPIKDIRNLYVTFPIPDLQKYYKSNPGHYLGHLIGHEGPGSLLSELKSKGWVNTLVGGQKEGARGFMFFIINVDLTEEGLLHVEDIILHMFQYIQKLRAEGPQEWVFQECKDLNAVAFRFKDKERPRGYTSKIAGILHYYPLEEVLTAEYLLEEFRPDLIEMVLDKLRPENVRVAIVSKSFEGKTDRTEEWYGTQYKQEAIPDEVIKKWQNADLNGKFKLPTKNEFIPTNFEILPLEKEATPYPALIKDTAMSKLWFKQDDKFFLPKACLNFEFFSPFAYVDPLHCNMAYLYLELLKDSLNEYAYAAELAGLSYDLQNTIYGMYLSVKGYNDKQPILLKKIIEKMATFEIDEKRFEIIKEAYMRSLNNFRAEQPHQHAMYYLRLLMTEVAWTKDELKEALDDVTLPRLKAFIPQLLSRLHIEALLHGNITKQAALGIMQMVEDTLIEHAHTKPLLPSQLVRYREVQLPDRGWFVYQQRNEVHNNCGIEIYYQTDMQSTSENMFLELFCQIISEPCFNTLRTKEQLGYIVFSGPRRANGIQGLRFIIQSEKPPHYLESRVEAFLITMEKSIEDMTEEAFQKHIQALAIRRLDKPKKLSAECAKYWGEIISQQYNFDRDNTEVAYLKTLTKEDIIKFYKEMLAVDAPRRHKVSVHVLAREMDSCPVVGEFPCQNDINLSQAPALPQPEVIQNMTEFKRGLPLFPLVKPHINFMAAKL
# IDE cell inh: inhibitors of human insulin-degrading enzyme in cells. HEK cells, FAbetaB cleavage, fluorescence polarization. inhibition, % at 5.59 µM. 0.41% of 320,000 active;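 active = percent inhibition above the average of all tested compounds plus 3 SD, set per screening campaign, cut at about 16% in these data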;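 note: IDE supplied by intact live HEK cells; FP after avidin binding of uncleaved biotin substrate so inhibition keeps polarization high; 0% = DMSO wells and 100% = 60 µM reference IDE inhibitor Ii1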
# M18AAP inhibitor: blocks P. falciparum M18 aspartyl aminopeptidase; recombinant PfM18AAP, H-Glu-NHMec fluorogenic cleavage; inhibition, % at 7.35 µM; 1.2% of 290,000 active;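 active = inhibition above the campaign mean inhibition over all tested compounds plus 3 SD, cut at about 28% in these data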;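 note: 0% = plate median of test compound wells and 100% = 2 mM ZnCl2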
# MEKK3 PB1 HTS: modulators (inhibitors or enhancers) of MEK5 binding to human MEKK3 PB1 domain | bead-based flow cytometry, Alexa488-MEK5 binding to MEKK3; actives lie on both sides; 0 = blocked by unlabeled MEK5, 100 = vehicle | 1.4% of 290,000 active | AID 1529 | binding response (% of control), % at 10 µM | Q99759;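 active = binding response more than 3 SD above or below the average of its plate-row segment, actives on both sides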;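 note: Alexa488 bead fluorescence after subtracting the streptavidin-only scavenger bead signal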
# * hit, by the source's call; nt = not tested or not shown. Some of the compounds tested. The share of hits here may be higher or lower than overall.
# Screens in order – pCIP destab	UBC9 SUMO inh	MEKK2 mut-MEK5	MEKK2 WT-MEK5	NALP1 inh	IDE cell activ	IDE cell inh	M18AAP inhibitor	MEKK3 PB1 HTS
- N/C(=N\O)c1ccc(NC(=O)c2ccc(Br)o2)cc1
  10	6	0	102	25	-2	4	1	97
- CCc1ccc2[nH]c(=O)c(CN(Cc3ccc(F)cc3)C(c3nnnn3CCN3CCOCC3)C(C)C)cc2c1 (stereo unspecified)
  0	2	1	103	17	3	0	1	102
- CCN1CCCC1CNC(=O)c1ccc(N2CCOCC2)c(NS(=O)(=O)c2ccc(OC)cc2)c1 (stereo unspecified)
  -8	4	6	105	2	4	-8	-2	102
- Cc1ccc(-c2nc(-c3ccncc3)no2)cc1C
  -9	1	4	108	17	6	5	-2	105
- Cc1ccc(NC(=O)CN2CCN(c3ccccn3)CC2)cc1S(=O)(=O)N(C)C
  2	4	-14	76	-8	4	1	-16	69
- COc1ccccc1CC(=O)NNC(=O)c1ccco1
  -2	-10	-3	97	4	-1	-3	-2	101
- CCCC(=O)Nc1cc(C)c(NC(=O)c2ccncc2)cn1
  -2	11	-1	95	5	4	-3	-3	91
- COCCOC1CCN(C(=O)C2CCC(=O)N(CCc3ccc(OC)cc3)C2)CC1 (stereo unspecified)
  -3	16	3	103	5	-4	2	12	102
- OCCNc1nc(-c2ccccc2)nc2ccccc12
  10	12	-2	98	14	3	10	0	97
- CC(C)Oc1cccc(C(=O)C2CCCN(C(=O)CCn3cnnn3)C2)c1 (stereo unspecified)
  -12	16	-6	105	-1	0	8	2	102
- COc1ccc(N2CCN(c3ccc(NC(=O)c4ccc5c(c4)OCO5)cc3C#N)CC2)cc1
  6	-21	-1	99	16	-4	-2	-5	101
- Cn1c(COc2ccccc2)nnc1SCc1cc(=O)[nH]c2ccccc12
  0	4	1	102	24	-1	1	2	103
- O=C(CSc1nnc(-c2cccnc2)n1-c1ccccc1)Nc1ccccc1
  0	0	4	101	31	-29	15	1	98
- Cc1nccc2[nH]c(=O)c(C(=O)NC3CCCCC3C)cc12 (stereo unspecified)
  -6	21	3	100	3	-3	-2	6	95
- O=C1CCC(=O)N1OCCCCOc1ccccc1
  -8	12	-3	104	12	5	-3	3	100
- COc1ccccc1OCC(=O)NNc1c2ccccc2nc2ccccc12
  -16	7	-18	85	34	2	0	8	87
- CCOC(=O)C1=C(C)C2C3C(=O)N(c4cc(C)ccc4C)C(=O)C3C1(C)C1C(=O)N(c3cc(C)ccc3C)C(=O)C21 (stereo unspecified)
  1	4	0	96	13	2	8	3	98
- Cc1cccc(C(=O)NC(=S)Nc2ccc(S(=O)(=O)N(C)c3ccccc3)cc2)c1
  -9	-2	nt	nt	15	-1	0	-8	nt
- CCC(=O)Nc1ccc(NC(=S)NC(=O)Cc2ccccc2)cc1
  -11	2	0	102	36	0	-1	-2	101
- Cc1ccc(-c2n[nH]c(=S)c3ccccc23)cc1
  -4	6	-2	98	-6	-6	12	-3	104
- COc1ccc(C(=O)OCCc2sc[n+](CC(=O)c3ccccc3)c2C)cc1
  -20	-9	4	110	4	3	3	-5	104
- CCc1nnc(NC(=O)C(=O)NCCOC(=O)c2ccccc2Cl)s1
  -4	0	0	101	18	1	-2	-2	103
- O=C(CC(=O)c1cc(Cl)ccc1O)c1ccccc1
  -12	5	-1	100	-19	-8	2	7	101
- Cn1c2ccccc2c2cc(/C=N/NC(=O)c3ccc(O)cc3O)ccc21
  12	-4	1	93	6	-2	1	22	98
- COc1cccc(N/C(SCc2ccccc2Cl)=C(/C#N)C(=O)NCc2cccs2)c1
  1	-2	-1	98	16	8	5	10	121
- CC(Sc1nccn1C)C(=O)Nc1ccccc1 (stereo unspecified)
  -3	15	0	100	15	2	-1	-3	98
- O=C(CSc1nnc(NC(=O)c2ccco2)s1)NC1CCCCC1
  -3	11	1	110	18	-2	0	-2	108
- O=C(CSc1nccc(=O)[nH]1)c1c[nH]c2ccccc12
  2	15	-8	91	17	-5	-3	-19	82
- Cc1cccc(S(=O)(=O)NCC2CCCO2)c1 (stereo unspecified)
  -1	0	4	106	4	10	0	-4	98
- COc1cc(CC(=O)N(c2ccccc2)c2nc(C)cs2)cc(OC)c1OC
  -1	12	-1	100	10	-3	0	3	98

# Random excerpt: 2 records from the list
# Screens in order – pCIP destab	UBC9 SUMO inh	MEKK2 mut-MEK5	MEKK2 WT-MEK5	NALP1 inh	IDE cell activ	IDE cell inh	M18AAP inhibitor	MEKK3 PB1 HTS
- CCN1CCCC1CNC(=O)c1ccc(N2CCOCC2)c(NS(=O)(=O)c2ccc(OC)cc2)c1 (stereo unspecified)
  -8	4	6	105	2	4	-8	-2	102
- COCCOC1CCN(C(=O)C2CCC(=O)N(CCc3ccc(OC)cc3)C2)CC1 (stereo unspecified)
  -3	16	3	103	5	-4	2	12	102

# (continued)
# Screens in order – pCIP destab	UBC9 SUMO inh	MEKK2 mut-MEK5	MEKK2 WT-MEK5	NALP1 inh	IDE cell activ	IDE cell inh	M18AAP inhibitor	MEKK3 PB1 HTS
- CCN(CC)S(=O)(=O)c1ccc(NS(=O)(=O)c2ccc3oc(=O)[nH]c3c2)cc1
  -4	18	3	107	17	-3	-6	-3	100
- O=C(COc1ccccc1)Nc1nonc1NC(=O)COc1ccccc1
  -14	15	2	99	-6	-1	2	1	102
- CC(=O)Nc1nc2c(c3c1c(=O)oc1ccccc13)CCCC2
  4	5	1	100	16	nt	nt	3	102
- Cc1ccc(C(=O)OCCN(C)Cc2ccccc2)cc1
  1	4	-2	103	16	1	2	-2	98
- COc1cc(/C=N/O)ccc1OCc1ccc([N+](=O)[O-])cc1
  -3	-14	0	103	12	3	0	2	106
- CC1(C)CC(=O)C=C(Nc2ccccc2O)C1
  -19	-4	8	108	4	6	-1	8	103
- COc1ccc(OCC(O)CN(CCO)CC(O)Cn2ccc3ccccc32)cc1 (stereo unspecified)
  -4	6	-2	102	44	6	-1	8	100
- CCc1cccc(CC)c1NC(=O)CN1CCc2cc(OC)c(OC)cc2C1
  -9	2	2	100	13	0	-1	8	96
- CC(C)N(C(=O)CSc1nnc(-c2cc3ccccc3cc2O)n1Cc1ccco1)C(C)C
  -7	4	-5	96	12	1	10	-2	101
- Cc1ccc(S(=O)(=O)NC(=O)NC(=O)N(C)S(=O)(=O)c2ccc(C)cc2)cc1
  -2	11	-2	93	3	3	4	1	97
- O=C1Nc2ccccc2N(O)N1c1ccc(Cl)cc1
  10	-8	-3	94	1	-3	1	0	100
- COc1cc(OC)c(OC)cc1/C=N/NC(=O)CSc1ccccc1F
  0	1	6	108	3	2	0	-4	105
- Cc1nc(CNS(=O)(=O)c2cc(F)ccc2F)cs1
  1	-2	8	101	7	1	2	4	110
- Cc1c(Cl)cccc1NC(=O)C1CCN(S(C)(=O)=O)CC1
  -10	-12	254*	nt	-8	1	0	-16	104
- O=C(Nc1ncc2c(n1)-c1ccccc1CC2)c1cccc(Cl)c1
  -3	3	nt	nt	3	3	4	17	nt
- Cc1ccc(NC(=S)N(Cc2cccs2)Cc2cc3cc(C)cc(C)c3[nH]c2=O)cc1
  -6	-7	-1	104	27	8	7	-3	100
- Cc1sc2nc(C3CC3)nc(SCC(=O)N3CCc4ccccc4C3)c2c1C
  13	11	0	96	33	-1	2	3	101
- COCCN=c1scc(-c2cccs2)n1/N=C/c1ccc(O)c(O)c1O
  -16	1	-10	94	17	-12	3	42*	97
- CCC1(O)c2ccccc2-c2ncccc21 (stereo unspecified)
  -11	-5	1	104	4	5	-4	6	102
- CCN1CCN(Cc2nc3c(c(=O)[nH]c(=O)n3C)n2Cc2ccccc2Cl)CC1
  -5	8	7	102	4	-1	1	4	101
- CCC(C)c1ccc(OCC(=O)Nc2ccc(Cl)cn2)cc1 (stereo unspecified)
  3	7	-1	106	24	-2	6	0	104
- CN1CC(=O)Nc2ccc(F)cc2C1=O
  -10	22	nt	nt	1	3	1	5	nt
- Cn1ccnc1SCC(=O)c1ccc(OC(F)F)cc1
  1	8	8	105	-4	4	2	0	104
- CCCC(C)NC(=O)COc1ccc(Sc2ccc(OCC(=O)NC(C)CCC)cc2)cc1 (stereo unspecified)
  -6	-12	0	104	nt	7	-2	4	137*
- COC(=O)c1sccc1NC(=O)Nc1ccc(OC)cc1OC
  5	3	7	104	-3	-8	2	2	98
- CCOC(=O)CN1C(=O)N[C@@H](c2cccc(C(F)(F)F)c2)[C@@H](C(=O)OC)[C@H]1C
  nt	nt	-2	98	nt	5	4	nt	101
- CC(C)COc1nc2ccccc2nc1C(C#N)C(=O)NC1CCCCC1 (stereo unspecified)
  -4	1	1	98	-4	14	-2	-2	103
- CC1CCCCN1C(=O)C1CCN(S(=O)(=O)c2ccc(-n3cnnn3)cc2)CC1 (stereo unspecified)
  3	-2	-7	98	3	-1	1	6	99
- CC(C)(C)c1cc(C(=O)Nc2cccc3ccccc23)ccn1
  -7	-6	-5	93	7	3	2	-2	77
- O=C(CC1C(=O)NCCN1Cc1cccc(C(F)(F)F)c1)NCCCOc1cccnc1 (stereo unspecified)
  3	-8	3	107	15	-1	3	8	103
- Cc1ccc(C)c(N=Nc2nc3ccccc3n2C)c1
  -13	-4	-3	100	3	1	7	-5	96
- COc1ccc(CCNC(=O)c2cc3c(=O)n4cccc(C)c4nc3n(CC3CCCO3)c2=N)cc1 (stereo unspecified)
  -8	17	2	102	-3	0	4	-4	101

# Given with values ahead of the structure: entries from further up
pCIP destab,UBC9 SUMO inh,MEKK2 mut-MEK5,MEKK2 WT-MEK5,NALP1 inh,IDE cell activ,IDE cell inh,M18AAP inhibitor,MEKK3 PB1 HTS,Structure
-4,18,3,107,17,-3,-6,-3,100,CCN(CC)S(=O)(=O)c1ccc(NS(=O)(=O)c2ccc3oc(=O)[nH]c3c2)cc1
-14,15,2,99,-6,-1,2,1,102,O=C(COc1ccccc1)Nc1nonc1NC(=O)COc1ccccc1
4,5,1,100,16,nt,nt,3,102,CC(=O)Nc1nc2c(c3c1c(=O)oc1ccccc13)CCCC2
1,4,-2,103,16,1,2,-2,98,Cc1ccc(C(=O)OCCN(C)Cc2ccccc2)cc1
-3,-14,0,103,12,3,0,2,106,COc1cc(/C=N/O)ccc1OCc1ccc([N+](=O)[O-])cc1
-19,-4,8,108,4,6,-1,8,103,CC1(C)CC(=O)C=C(Nc2ccccc2O)C1
-4,6,-2,102,44,6,-1,8,100,COc1ccc(OCC(O)CN(CCO)CC(O)Cn2ccc3ccccc32)cc1 (stereo unspecified)
-9,2,2,100,13,0,-1,8,96,CCc1cccc(CC)c1NC(=O)CN1CCc2cc(OC)c(OC)cc2C1
-7,4,-5,96,12,1,10,-2,101,CC(C)N(C(=O)CSc1nnc(-c2cc3ccccc3cc2O)n1Cc1ccco1)C(C)C
-2,11,-2,93,3,3,4,1,97,Cc1ccc(S(=O)(=O)NC(=O)NC(=O)N(C)S(=O)(=O)c2ccc(C)cc2)cc1
10,-8,-3,94,1,-3,1,0,100,O=C1Nc2ccccc2N(O)N1c1ccc(Cl)cc1
0,1,6,108,3,2,0,-4,105,COc1cc(OC)c(OC)cc1/C=N/NC(=O)CSc1ccccc1F
1,-2,8,101,7,1,2,4,110,Cc1nc(CNS(=O)(=O)c2cc(F)ccc2F)cs1
